# NCI-60 one-dose screen, 48 h, at 10 µM unless noted. Numbers give growth in % (100 = growth as untreated, 0 = no growth, -100 = all killed).
# SK-MEL-28 – SK-MEL-28 melanoma; 81,000 compounds, 4.1% hits
# MALME-3M – MALME-3M melanoma; 78,000 compounds, 5.8% hits; AID 1794766
# T-47D – T-47D breast cancer; 79,000 compounds, 5% hits; AID 1794792
# BT-549 – BT-549 breast cancer; 78,000 compounds, 4.4% hits
# UACC-257 – UACC-257 melanoma; 78,000 compounds, 4.4% hits; AID 1794764
# UACC-62 – UACC-62 melanoma | 81,000 compounds, 5.4% hits
# HS 578T – HS 578T breast cancer | 78,000 compounds, 4.1% hits | AID 1794788
# SK-MEL-2 – SK-MEL-2 melanoma. 77,000 compounds, 4.7% hits. AID 1794763
# Active calls of the source: *; . = no result given; & = joins results of further samples. How the source made its calls: active means growth percent below 10; inactive means the rest.
# The first 6 entries as a preview:
SMILES,SK-MEL-28,MALME-3M,T-47D,BT-549,UACC-257,UACC-62,HS 578T,SK-MEL-2
C[C@H]1[C@H](C)CC[C@]2(C(=O)N3CCN(C)CC3)CC[C@]3(C)C(=CC[C@@H]4[C@@]5(C)Cc6c([nH]c7ccccc67)C(C)(C)[C@@H]5CC[C@]43C)[C@@H]12,94,87,.,99,89,97,74,99
Cc1ccc(O)c(-n2nc3ccccc3n2)c1,113,.,81,96,118,106,109,90
O=c1[nH]c(Sc2sc3ccc(Cl)cc3c2CBr)nc(=S)[nH]1,28,27,-0.1*,48,44,1.8*,19,7.2*
CCCCCCCCc1cccc(C(=O)Nc2ccc(C)cc2C(=O)O)c1,108,98,109,110,100,87,107,102
COc1ccc(Nc2c3c4c(cccc4[nH]c2=O)C(=O)c2ccccc2-3)cc1,71,41,76,6.5*,64,38,-12*,40
C/C(=N/NC(=O)c1sc(=S)n(C)c1N)c1cc2cc(Cl)ccc2o1,128,113,80,113,5.9*,76,6.0*,99

# The whole of this part, from the first entry:
SMILES,SK-MEL-28,MALME-3M,T-47D,BT-549,UACC-257,UACC-62,HS 578T,SK-MEL-2
C[C@H]1[C@H](C)CC[C@]2(C(=O)N3CCN(C)CC3)CC[C@]3(C)C(=CC[C@@H]4[C@@]5(C)Cc6c([nH]c7ccccc67)C(C)(C)[C@@H]5CC[C@]43C)[C@@H]12,94,87,.,99,89,97,74,99
Cc1ccc(O)c(-n2nc3ccccc3n2)c1,113,.,81,96,118,106,109,90
O=c1[nH]c(Sc2sc3ccc(Cl)cc3c2CBr)nc(=S)[nH]1,28,27,-0.1*,48,44,1.8*,19,7.2*
CCCCCCCCc1cccc(C(=O)Nc2ccc(C)cc2C(=O)O)c1,108,98,109,110,100,87,107,102
COc1ccc(Nc2c3c4c(cccc4[nH]c2=O)C(=O)c2ccccc2-3)cc1,71,41,76,6.5*,64,38,-12*,40
C/C(=N/NC(=O)c1sc(=S)n(C)c1N)c1cc2cc(Cl)ccc2o1,128,113,80,113,5.9*,76,6.0*,99
COc1cc(-c2nc3sc(C)cn3c2/C=C2\C(=O)Nc3ccccc32)c(Br)c(OC)c1OC,70,26,51,15,79,53,16,74
COc1cccc2c1nc1n2C(c2c(F)cccc2F)SC1 (centres undefined),111,108,87,113,103,84,96,70
O=[N+]([O-])c1ccc(-c2nnc(Nc3ccc(C(F)(F)F)cc3)o2)cc1,105,93,83,94,50,89,110,109
COc1ccc(/C=C(\C#N)n2nc3cc(F)c(F)cc3n2)cc1,111,95,76,95,94,74,90,99
CCOC(=O)C(C(=O)CC(C)C)C(C)C (centres undefined),106,.,108,104,89,116,113,.
O=C(NC(=S)Nc1ccccn1)c1ccccc1,152,83,59,77,110,93,89,127
CN(C)Cc1cc(O)c(CN(C)C)cc1O,103&117&121,104&86,81&108&88,94&109&98,82&105,104&101&89,102&118&113,89&103&117
COc1cc(OC)nc(NC(=O)CSc2nnc(-c3cccnc3SCc3ccccc3)o2)n1,114,98,90,100,105,107,107,102
O=S(=O)(NCCCNc1nccc(-c2c(-c3ccc(F)c(O)c3)nc3sccn23)n1)c1ccc(Cl)cc1,23,2.7*,66,101,.,6.7*,91,28
CC1CCC(N2CCCn3c2nc2c3c(=O)n(C)c(=O)n2C)CC1 (centres undefined),98,109,100,91,122,100,109,98
COc1nc2ccc(C)cc2cc1/C=C1/C=C(c2ccccc2)NC1=O,103,105,100,103,108,92,96,101
CC(=O)n1nc(C(=O)OCc2ccc(C)cc2)c2ccccc21,112,111,89,101,107,93,107,97
CCCCNC(=O)NS(=O)(=O)c1ccc(N2N=C(c3ccc(C)cc3C)CC2c2ccc(Cl)cc2)cc1 (centres undefined),69,122,82,58,80,69,86,95
O=c1cc(CP(=O)(O)O)c2cc(O)ccc2o1,105,99,110,100,102,104,94,106

# Arranged by formula weight (smallest number first): four of the compounds above
SMILES,SK-MEL-28,MALME-3M,T-47D,BT-549,UACC-257,UACC-62,HS 578T,SK-MEL-2
O=[N+]([O-])c1ccc(-c2nnc(Nc3ccc(C(F)(F)F)cc3)o2)cc1,105,93,83,94,50,89,110,109
COc1cc(OC)nc(NC(=O)CSc2nnc(-c3cccnc3SCc3ccccc3)o2)n1,114,98,90,100,105,107,107,102
COc1cc(-c2nc3sc(C)cn3c2/C=C2\C(=O)Nc3ccccc32)c(Br)c(OC)c1OC,70,26,51,15,79,53,16,74
C[C@H]1[C@H](C)CC[C@]2(C(=O)N3CCN(C)CC3)CC[C@]3(C)C(=CC[C@@H]4[C@@]5(C)Cc6c([nH]c7ccccc67)C(C)(C)[C@@H]5CC[C@]43C)[C@@H]12,94,87,.,99,89,97,74,99

# The list continues.
SMILES,SK-MEL-28,MALME-3M,T-47D,BT-549,UACC-257,UACC-62,HS 578T,SK-MEL-2
CC[C@]1(O)C[C@H]2CN(CCc3c([nH]c4ccccc34)C(C(=O)OC)(c3cc4c(cc3OC)N(C)[C@H]3[C@@](O)(C(=O)OC)[C@H](OC(C)=O)[C@]5(CC)[C@@H]6C[C@@H]6CN6CC[C@]43[C@@H]65)C2)C1 (some centres undefined),54,20,66,-47*,68,14,44,45
CSc1nn(-c2ccccc2)c2ncnc(Nc3ccccc3Cl)c12,107,98,83,100,105,93,95,96
COc1cc(C2CC(c3cc(OC)c(OC)c(OC)c3)=NN2C=O)ccc1OCCN(C)C (centres undefined),103,101,86,91,96,98,89,96
CCN1C/C(=C\c2ccc3c(c2)OCO3)c2nc3nc(SC)[nH]c(=O)c3c(-c3ccc4c(c3)OCO4)c2C1,107,107,102,126,101,97,108,114
N#CC1=C(c2cccs2)Nc2c(c(-c3ccccc3)nn2-c2ccccc2)C12C(=O)Nc1ccc(Cl)cc12 (centres undefined),42,76,11,-22*,64,15,8.1*,23
COc1ccc(-c2cc(-c3cc(OC)c(OC)c(OC)c3)c(C#N)c(=O)n2CCCCCC(=O)O)cc1,109,114,71,93,120,80,86,102
COc1ccc(Cl)cc1Nc1nc(C(F)(F)F)ccc1C(=O)N/N=C/c1ccc(N(C)C)cc1,88,92,83,115,110,102,101,83
Fc1ccc(/C=C/c2cc(/C=C/c3ccc(F)cc3)n(-c3ccc(OC(F)(F)F)cc3)n2)cc1,108,92,96,93,104,91,104,81
CC1(C)O[C@@H]2CC3C4CCC5=CC(=O)C=C[C@]5(C)[C@@]4(F)[C@@H](O)C[C@]3(C)[C@]2(C(=O)CO)O1 (some centres undefined),107,92,.,85,105,.,137,91
C(=N\Nc1ncc(-c2cc3cc4c(cc3o2)OCO4)s1)/c1cccs1,94,94,71,94,85,74,109,107
CC(=O)c1sc2sc(C(C)=O)c(C)c2c1C,100,126,89,105,81,75,92,107
Cc1ccc2nc(NC(=O)CSc3nc(-c4ccccc4)c(C#N)c(=O)n3C)sc2c1,100,102,94,99,101,90,95,107
COc1cc(OC)cc(/C(C#N)=C/c2nc3c(N4CCOCC4)nc(Cl)nc3n2C)c1,98,94,93,104,101,93,98,102
C=C1CC[C@@H]2[C@]3(C)COC(c4ccccc4)O[C@@H]3CC[C@@]2(C)[C@@H]1C/C=C1/C(=O)OCC1OC(C)=O (some centres undefined),-87*,-55*,-45*,-94*,-50*,-83*,61,-61*
CN(C)c1ccc(/C=C/c2nc3ccccc3c(=O)n2CC(=O)Nc2ccc(Cl)cc2)cc1,66,16,75,27,79,71,17,95
COC(=O)/C=C1\S/C(=N\NC(=O)c2cc3ccc2/C=C\c2ccc(cc2)/C=C\3)N(Cc2ccccc2)C1=O,101,88,-6.3*,10,81,52,87,86
COc1ccc(C(C)=O)cc1CS/C(=N/S(=O)(=O)c1ccccc1)Nc1cccc(Cl)c1Cl,106,94,92,106,101,94,138,.
O=C(c1ccc(Cl)cc1)C(NCCO)c1ccc(Cl)cc1 (centres undefined),105&111,102&90,85,95&104,101&100,80&85,117&101,102&102
COc1cc(-n2cc(COc3ncnc4c3cnn4-c3ccccc3)nn2)cc(OC)c1OC,90,98,65,86,114,79,88,100
O=C(Cn1nnc2ccccc21)N/N=C/c1ccc[nH]1,115,114,107,95,105,90,92,97
COc1ccc(C2CC(c3cnccn3)=NN2c2ccccc2)cc1OC (centres undefined),104,106,82,70,85,95,102,70
CCCCCCCCOC(=O)Nc1ccc(OCC)cc1,117,99,99,112,90,99,122,97
CCN(CC)CC(CN(CC)CC)OC(=O)Nc1ccccc1,96,103,93,92,111,102,98,121
N#Cc1c(N)nc(-c2ncccn2)nc1-c1cccc(C(F)(F)F)c1F,106,101,97,89,91,85,88,112
N#Cc1ncoc1N1CCN(c2ccc(F)cc2)CC1,106,105,101,109,111,103,116,101
C[N+](C)(CC(=O)O)c1ccccc1,111,112,89,108,105,103,115,99
Cc1cc(=S)oc2c(O)c(O)ccc12,89,96,83,101,.,95,93,.
C/C(=N/NC(N)=S)c1ccc(Nc2nc(SCCC(C)C)nc(-c3ccccc3)c2C#N)cc1,115,110,91,102,101,102,114,107
CC(=O)O[C@H]1CC[C@]2(C)[C@H]3CC=C4[C@@H]5CC(C)(C)CC[C@]5(C(=O)N5CCNCC5)CC[C@@]4(C)[C@]3(C)CC[C@H]2C1(C)C,94,97,95,90,96,87,81,106
S=C1NCC(c2ccccc2)S1 (centres undefined),114,.,99,.,103,95,103,103
COc1ccc2c(c1)CC/C(=C\c1cccnc1Cl)C2=O,.,106,82,101,100,.,122,102
O=S(=O)(CCN1CCOCC1)Nc1cncc(-c2ccc3ncnc(Nc4ccc(F)c(Cl)c4)c3c2)c1,82,58,-18*,50,88,78,37,82
N#Cc1cnn(-c2cccc(Cl)c2)c1-n1cccc1,106,109,83,91,87,107,100,93
Cc1ccc(-c2nc(N3CCCC3=O)sc2Br)cc1,91,88,83,84,93,71,88,75
[O-][N+](=Nc1cccc(Cl)c1)c1cccc(Cl)c1,113,101,30,73,117,87,112,112
CC1(C)NC2=C(C(Nc3cccnc3)N1)C(c1ccc(Br)cc1)C(C(=O)c1ccc(N=[N+]=[N-])cc1)O2 (centres undefined),100,98,99,104,99,93,108,103
Cc1[nH]c(-c2nc3ccccc3[nH]2)c(C)c1C(=O)NCc1ccccc1,101,101,88,113,97,99,95,106
Clc1ccc(-c2nnc(/N=C/c3ccccc3)o2)cc1,114,103,105,101,106,96,102,96
COc1cc(NC(=O)Nc2cnc(Nc3ccc(N4CCOCC4)cc3)nc2Oc2cccc(OC)c2)cc(OC)c1,32,8.6*,50,29,48,23,23,40
Cn1cc(-c2nc(N)nnc2-c2cncc(Br)c2)c2ccccc21,110,119,86,113,101,85,94,102
CC(O)(C(=O)O)c1ccccc1 (centres undefined),114,101,93,100,105,100,106,102
Cc1ccc(Nc2nnc(-c3c[nH]c4ccccc34)o2)cc1,108,92,93,92,109,89,101,100
O/N=C(\CSc1nnc(-c2cc(-c3ccccc3)nc3ccccc23)n1-c1ccccc1)c1ccccc1,104,107,98,107,89,100,98,104
CNCCCC12CCC(c3ccccc31)c1ccccc12,87,83,89,78,96,91,87,100
CC(C)[C@H]1CC[C@@](C)(C(=O)O)C1,111,102,102,113,100,111,.,93
Nc1[nH]ncc1-c1nnc(Nc2ccc3c(c2)OCO3)o1,110,110,76,98,101,89,99,108
CC(C)=CCC(O)(c1ccccc1)c1nccs1 (centres undefined),98,96,94,83,93,108,114,105
CC1(C)C=Cc2c(cc3occ(-c4ccc(O)cc4)c(=O)c3c2O)O1,109,90,89,99,102,105,119,101
C[N+](C)(C)CCOC(=O)c1ccc(OCc2ccccc2C(F)(F)F)cc1,105,98,98,95,102,92,105,104
COc1cc(-c2nnc(SC/C(=N\O)c3ccc(Cl)cc3)o2)cc(OC)c1OC,101,109,79,112,116,87,114,.
CCOC(=O)CCCCN1C(=O)S/C(=C\c2cccc([N+](=O)[O-])c2)C1=O,101,99,102,111,93,93,94,.
CS(=O)(=O)Nc1cccc(-c2ccc3ncnc(Nc4ccc(F)c(Cl)c4)c3c2)c1,45,31,-22*,35,49,28,12,-5.0*
Cc1cc(Cl)c2c(c1C)C(=O)N(c1ccccc1)C2C(=O)Nc1ccccc1 (centres undefined),109,103,92,99,98,88,104,94
O=NN(CCCl)C(=O)Nc1c[nH]c(=O)[nH]c1=O,99,115,110,105,96,92,.,102
CN(C)CCNC(=O)c1ccc(-c2nc3ccc4[nH]ncc4c3c3c2COCC3)cc1,-6.1*,-24*,-7.6*,-16*,22,-25*,-20*,-70*
C#Cc1ccc(-n2c(/C=C/c3cccc4c3OCO4)nc3ncccc3c2=O)cc1,106,99,86,95,95,107,108,99
CNc1nc2c(s1)C(c1cccc(F)c1)CC(=O)N2 (centres undefined),103,110,95,94,107,92,94,100
COc1ccc2[nH]c(O)c(N=Nc3nc(-c4ccc(Br)cc4)cs3)c2c1,15,-36*,-27*,35,30,19,29,21
COc1ccc2nc3cc(Cl)ccc3c(N3CCN(c4nccc(NCc5ccccc5)n4)CC3)c2c1,81,113,42,28,88,85,83,.
CC(=O)c1sc(-c2cccc(C)c2)cc1N,109,113,92,105,76,83,98,87
# Next part.
SMILES,SK-MEL-28,MALME-3M,T-47D,BT-549,UACC-257,UACC-62,HS 578T,SK-MEL-2
COc1ccc2cc(NC(C)=O)ccc2c1,114,135,111,.,122,106,99,119
Cc1c[n+]([O-])ccc1Cl,106,107,98,126,105,95,108,115
Nc1[nH]c(=O)[nH]c(=O)c1N=Nc1ccc(S(=O)(=O)Nc2ccccn2)cc1,118,87,85,101,101,107,117,94
CCCCCCCCCCN1C(=O)/C(=c2\sc3n(c2=O)NC2C(N=3)N(CC)C(=O)N2CC)c2ccccc21 (centres undefined),106,95,92,106,97,92,86,107
COc1cc([N+](=O)[O-])c(S(=O)(=O)O)cc1N,99,103,88,110,105,100,111,103
CCOC(=O)C1(C(=O)OCC)NC(=O)CC1CC(C)C (centres undefined),103,109,119,107,112,96,107,105
CN1C(=O)N(C)C2C1NN=c1s/c(=C\c3ccsc3)c(=O)n12 (centres undefined),68,54,44,37,61,28,54,56
C=CCN1C(=O)[C@]2(SC1=S)[C@H](c1cccc(Cl)c1)CN(C)[C@]21C(=O)NC2C=CC(Cl)=C[C@H]21 (some centres undefined),64,36,16,34,26,36,56,44
